sdo1 growth – sdo1-depleted yeast growth rescue. z-score at 10 µM. S. cerevisiae sdo1-depleted JHY4D growth rescue, OD600 30 h; active compounds read high; pdr5 snq2 efflux-pump mutant strain. AID 817. 0.21% of 140,000 active;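 active means z-score above 3 at both the 24 hr and the 30 hr optical density reads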;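 further: z-score against mean and SD of all compound wells on the same plate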
Insulin prom inh – TRM-6 insulin promoter activity inhibition. TRM-6 cells (human fetal islet line), insulin promoter-eGFP reporter, imaging; reporter expression induced with tamoxifen. inhibition, % at 2 µM. 0.9% of 130,000 active. AID 1273;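 active means inhibition above the mean plus 3 SD, with well images judged a real hit on visual review, cut at about 60% in these data, passing the limit was not always enough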
sdo1 growth Rescue 24 h – second read-out of sdo1 growth, no call of its own (marks repeat the call); z-score; S. cerevisiae sdo1-depleted JHY4D growth rescue, OD600; measured here: growth rescue at 24 h;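 0 is the plate mean of compound wells and units are plate SD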
Numbers without * were called inactive; i = inactive; . = not tested or not shown.

SMILES	sdo1 growth	sdo1 growth Rescue 24 h	Insulin prom inh
COc1ccccc1N1CCN(CC(=O)Nc2sccc2C#N)CC1	-0.11	-0.33	33.3
COc1ccc(S(=O)(=O)NCC(=O)N(CC(=O)NCC2CCCO2)c2cc(C)ccc2C)cc1 (stereo not given)	0.78	0.87	28.6
Cc1ccc(CSc2nc3ncccc3[nH]2)cc1	-1	-1.45	-25.7
CC(C)CN(CC(C)C)C(=S)NC1CCCCC1	-0.72	-1.01	-17.6
COCCn1cc(C(=O)N2CCN(C)CC2)c2c3ccccc3n(C)c2c1=O	0.22	-0.42	.
CC1(C)CC(=O)C2=C(C1)OC(N)=C(C#N)C21C(=O)N2CCCc3cccc1c32 (stereo not given)	-0.03	-0.2	60.0
O=C(NC(=S)Nc1ccc2c(c1)OCCO2)c1ccc(F)cc1Cl	-0.66	0.18	-58.3
CCCCc1nnc(NC(=O)CC(=O)Nc2ccccc2C(=O)O)s1	-0.53	-0.18	-25.0
Cc1cccc(NC(=O)Nc2cccc(F)c2)n1	-0.91	-0.42	.
CC(O)C(NS(=O)(=O)c1ccc(Cl)cc1)C(=O)OCC(=O)N1CCN(c2ccccc2)CC1 (stereo not given)	0.05	-0.52	-5.9
CC(=O)c1ccc2noc(-c3cccc(C)c3)c2c1	.	.	54.5
O=C(c1ccccn1)N(Cc1ccco1)C1(C(=O)NC2CCCCC2)CCCCC1	-0.3	-0.83	-66.7
COC(=O)c1ccccc1NC(=O)CSc1nc(N)cc(N)n1	0.16	1.07	.
CN(C)S(=O)(=O)c1cccc(C(=O)NCCCn2ccnc2)c1	.	.	44.4
O=C(NC(=S)Nc1cccc(Cl)c1N1CCCCC1)c1ccco1	-1.63	-0.58	-16.7
O=C(Nc1ccccc1)NC1CC2CCC(C1)N2Cc1nnnn1Cc1ccc2c(c1)OCO2 (stereo not given)	1.16	1.27	0.0
C#CCn1c(=NC(=O)CN2C(=O)CCC2=O)sc2cccc(C)c21	-0.23	-0.27	.
Cc1cc(C)cc(-n2nnc(C(=O)NCc3ccc4c(c3)OCO4)c2N)c1	-0.94	-0.84	-16.1
CC1(C)CC(=O)C2=C(C1)NC(Nc1nc3ccccc3o1)=NC21CCCC1	0.53	0.61	-8.1
CCOC(=O)c1cnc(Nc2ccc(OCC)cc2)nc1C	0.41	0.35	9.4
COc1ccc(O)c(C=NCC(C)N=Cc2cc(OC)ccc2O)c1 (stereo not given)	.	.	64.3
Nn1cnnc1N/N=C/c1cc(Br)cc(Br)c1O	-0.82	-1.12	-15.4
C=CCSc1nc2nc(C)cc(C)n2n1	0.88	0.44	-3.1
O=C(CN1CCN(c2cccc(Cl)c2)CC1)N1CCCC1	6.82	2.46	6.9
COc1ccc(CN=Cc2[nH]c3ccc(Br)c(Cl)c3c2O)cc1	0.31	0	-6.8
SMILES	sdo1 growth	sdo1 growth Rescue 24 h	Insulin prom inh
CCn1c(SCC(=O)Nc2ccccc2OC)nnc1-c1cnccn1	0.18	-0.26	.
CC(=O)C1=C(O)C(=O)N(Cc2ccccc2)C1c1ccco1 (stereo not given)	0.26	0.19	27.3
COc1ccc(NC(=O)CSc2nnc(Cn3nnc4ccccc43)n2C)cc1	-0.22	-1.26	i
CCCCCNCc1ccc(OCc2ccc(Cl)nc2)c(OC)c1	1.51	1.29	.
O=C(Nc1cccc(-c2nc3ccccc3[nH]2)c1)c1cccc(NC(=O)c2ccco2)c1	0.5	2.08	.
CC12CCC(=O)N1c1c(sc3nc(N4CCOCC4)c4c(c13)CCCC4)C(=O)N2 (stereo not given)	-0.12	-0.76	-28.6
CCCc1cc(C(=O)NNC(=S)NC(C)c2ccccc2)cs1 (stereo not given)	1.03	1.61	-8.1
O=C(NCc1cccnc1)NC1(C(F)(F)F)Oc2ccccc2O1	-0.84	-0.99	50.0
Cc1cccc(OCC(=O)N2CCC(N3CCOCC3)CC2)c1	0.95	1.35	38.5
O=C(NC1CCCCC1)NC1CCN(C(=S)NCc2ccco2)CC1	0.76	0.35	18.6
O=C(C1=NN[C@@H]2C(=O)N(c3ccccc3C(F)(F)F)C(=O)[C@H]12)c1ccc2ccccc2n1	2.02	2.65	.
Cc1cc(C)n(C(=O)CNc2ccc(C)c(C)c2)n1	-0.84	-1.24	-161.1
O=C(CCc1nc(-c2ccccc2)no1)NCc1ccco1	0.08	-0.48	.
COc1ccc(N(C(=O)COc2ccc(F)cc2)S(=O)(=O)c2ccc(C)cc2)cc1	-1.59	-1.28	-25.0
CCOCCCNC(=O)C1CCN(C(=O)Nc2ccc(Cl)cc2)CC1	0.5	-0.44	20.0
N/C(=N\OC(=O)Nc1ccc(Cl)cc1)c1ncc(C(F)(F)F)cc1Cl	-2.27	-0.72	-21.9
Fc1ccccc1CNCCC(Cc1ccccc1)c1ccc2c(c1)OCO2 (stereo not given)	-1.68	-1.75	-61.8
CCOC(=O)C1CCN(C(=O)Cc2c(C(=O)O)[nH]c3ccccc23)CC1	-0.22	-0.68	.
O=C(c1cccc([N+](=O)[O-])c1)N1CCN(c2cccc(Cl)c2)CC1	0.4	-0.21	-29.6
Cc1[nH]n(-c2ccccc2)c(=S)c1C=Nc1cccc([N+](=O)[O-])c1	-0.14	-0.11	.
O=c1cc(-c2ccccc2)nc2n1Cc1ccccc1-2	-0.18	-0.16	-41.4
Cc1nnc(SCCCn2c(N3CCN(c4ccccc4)CC3)nc3c2c(=O)[nH]c(=O)n3C)s1	-1.89	-1.28	15.6
COc1ccc(Nc2c(-c3ccco3)nc3cccc(C)n23)cc1	.	.	26.7
CC1(C)C2CCC1(CS(=O)(=O)NC1CCCC1)C(=O)C2 (stereo not given)	.	.	-20.0
COC(=O)CC1C(=O)NCCN1C(=O)c1ccc(S(=O)(=O)N2CCOCC2)cc1 (stereo not given)	.	.	-20.0
SMILES	sdo1 growth	sdo1 growth Rescue 24 h	Insulin prom inh
COc1ccc(/C=N/NC(=O)c2ccc(N(C)S(=O)(=O)c3ccccc3)cc2)c(OC)c1	.	.	27.3
CC(C)C1NC2(C(=O)c3ccccc3C2=O)C2C(=O)N(c3ccc(F)cc3)C(=O)C12 (stereo not given)	-2.18	-0.79	.
CCn1cc(C(=O)NCCc2ccccc2)c(=O)c2cc(S(=O)(=O)N3CCCC3)ccc21	.	.	0.0
Cc1ccc2cc3c(N)[nH]nc3nc2c1	1.9	2.43	.
Cc1ccc(CNC(=O)C2CCN(S(=O)(=O)c3cnc[nH]3)CC2)cc1	0.47	-0.05	19.2
Cc1ccc(S(=O)(=O)N2CCCCC2)cc1NC(=O)CN1C(=O)CN(C)C1=O	.	.	-50.0
O=C(Nc1nnc(-c2ccco2)o1)C1CCCCC1	-0.26	-0.79	.
Cc1ccc2[nH]c(=O)c(CN(Cc3cccs3)Cc3nnnn3Cc3ccccc3)cc2c1	-1.06	-1.16	6.5
CCn1cc(C(=O)NCC2COc3ccccc3O2)c2cc(OC)c(OC)cc2c1=O (stereo not given)	0.5	0.75	-8.6
CCOc1ccc(C(=O)CSc2nnc(N)s2)cc1	0.69	0.16	.
Cc1ccc(CCCOC(=O)C[N+]2(C)CCCC2)cc1	0.36	0.6	-13.3
CSc1nc2sc3c(c2c(=O)n1C1CCCCC1)CCN(C)C3	-0.42	-0.67	-12.5
Cc1ccc(S(=O)(=O)C2(C(=O)O)CCCC2)cc1C	0.57	0.58	.
Cc1sc2nc(CN3CCOCC3)nc(NS(=O)(=O)c3ccccc3)c2c1C	0.11	0.12	8.6
COC(=O)N/N=C\c1ccc(-c2cc(Cl)c(Cl)cc2Cl)o1	0.35	2.54	14.3
Cc1nn(C)cc1-c1n[nH]c(=S)n1-c1ccc(F)cc1	1.4	1	.
COC(=O)c1ccc(COC(=O)c2ccc(S(=O)(=O)N3CCC(C)CC3)cc2)o1	-1.82	-0.97	-3.6
O=C(NC(=S)Nn1cnnc1)c1cccc(Br)c1	0.53	0.51	.
COc1cc2c(cc1OC)CN(CC(=O)Nc1ccc(C)cc1)CC2	0.3	0.33	9.4
CC(C)CNS(=O)(=O)c1cc(C(=O)N2CC(C)OC(C)C2)c(Cl)cc1Cl (stereo not given)	0.84	0.55	-38.5
CCCCc1c(C)nc2ccc(Br)cc2c1SCCC#N	0.11	0.82	.
Cc1cccc(C(=O)Nc2cc(=O)n(C)c(=O)n2C)c1	0.32	0.23	.
CCOC(=O)c1[nH]c2cc(OC)c(OC)cc2c1NC(=O)c1ccc2c(c1)OCO2	-0.58	1.4	.
O=C(/C=C/c1ccco1)Nc1sc2c(c1C(=O)O)CCC2	0	-1.14	-7.4
O=C(NC1CCCCCC1)c1cc(S(=O)(=O)N2CCC3(CC2)OCCO3)ccc1F	-0.34	-0.23	-11.1
SMILES	sdo1 growth	sdo1 growth Rescue 24 h	Insulin prom inh
O=C(CCNS(=O)(=O)c1cccc2nsnc12)NC1CCN(Cc2ccccc2)CC1	-0.26	-0.98	-52.2
O=Cc1c(Sc2ccccc2)nc2ccccn2c1=O	-0.63	-0.97	0.0
COc1ccc(C(C)=O)cc1COC(=O)c1ccc(S(=O)(=O)N2CCOCC2)cc1	-1.18	-0.71	17.4
COc1ccc(CC(=O)NCCC2=CCCCC2)cc1	.	.	35.3
O=C(Nc1ccc(OC(=O)c2cccnc2)cc1)c1cccnc1	-0.32	-0.81	27.3
CC(C)S(=O)(=O)C1=NSC2=NC(=O)/C(=C\c3ccc(-c4ccccc4)o3)C(=N)N21	1.25	1.14	-30.6
O=C(CCSCCC(=O)Nc1c(F)c(F)c(F)c(F)c1F)Nc1c(F)c(F)c(F)c(F)c1F	.	.	-50.0
O=C(NCCCCCCCCCNC(=O)C(F)(F)F)C(F)(F)F	-0.21	-0.05	-21.6
CCNC(=O)NC(=O)C(C)OC(=O)c1cc(S(=O)(=O)N2CCCCCC2)ccc1OC (stereo not given)	-0.92	-0.95	-35.5
Cn1nnc(NC(=O)COc2ccc(C3CCCCC3)cc2)n1	-0.92	-1.54	-127.6
COc1c(C)cccc1C(=O)Nc1cc(Cl)ccc1N1CCOCC1	-3.21	-2.39	0.0
C#CCN(Cc1ccco1)C(=O)c1cc(COc2ccc(F)cc2Cl)on1	.	.	-28.6
COC(=O)C(C(=O)OC)N1C(=O)CCC1=O	0.98	1.27	-37.0
C/C(=N\Nc1ccc(Cl)cc1)c1c(O)cc(C)oc1=O	.	.	-33.3
CC(=O)N1CCN(S(=O)(=O)c2ccc(C)c([N+](=O)[O-])c2)C1C(C)C (stereo not given)	.	.	-16.7
O=[N+]([O-])C1=CC=C2C(=NC3(CCCCC3)N2O)C1=NCCc1ccccc1	.	.	53.3
COC(=O)c1ccc(CO/N=C(\NC(C)=O)c2nonc2NC(C)=O)cc1	0.19	-0.56	26.7
S=C(NCC1CCCCC1)Nc1ccc(Oc2ccccc2)cc1	-1.02	-0.07	13.5
Cc1cccc(NC(=S)N2CCN(c3cc(C)ccc3C)CC2)c1	-0.63	-0.14	-2.6
Cc1ccc(N=Cc2ccc(N(C)C)cc2)cc1	0.42	-0.3	-43.2
Fc1cccc(CSc2ccc3nnc(-c4ccccn4)n3n2)c1	.	.	57.9
O=C(Nc1ccc(Br)cn1)c1ccc([N+](=O)[O-])o1	.	.	-76.5
COc1cc(C(=O)N2CCN(C(=O)Cc3ccccc3)CC2)cc(OC)c1OC	0.16	-1.33	.
CCCNc1nc(-c2ccccc2)c(C(=O)OCC)cc1C#N	-0.25	-1.22	-65.6
NS(=O)(=O)c1ccc(CCNC2CC(=O)N(CCc3ccccc3)C2=O)cc1 (stereo not given)	0.78	0.49	.
SMILES	sdo1 growth	sdo1 growth Rescue 24 h	Insulin prom inh
CC(C)CC1=C/C(=C/c2ccc(-c3ccccc3)o2)C(=O)O1	-0.21	0	50.0
O=C(/C=C/NNC(=O)c1cccc(Br)c1)c1cccc(Br)c1	0.49	0.46	.
CCOC(=O)C(C)Oc1cc(Cl)c(C=O)cc1OC (stereo not given)	.	.	5.0
Cn1c(NC(=O)C[n+]2cc(-c3ccc(Cl)c(Cl)c3)n3c2CCC3)cc(=O)n(C)c1=O	0.72	0.5	-17.2
NC(N)=N/N=C/c1ccc(OCc2ccc(Cl)cc2Cl)cc1	-1.79	-1.21	-41.9
COc1ccc(OC)c(NC(=O)CCNS(=O)(=O)c2ccc3c(c2)oc(=O)n3C)c1	0.23	0.69	7.1
Cc1cc(C)n2c(SCCC(C)C)nnc2n1	1.22	1.03	7.7
CSc1nc2ccc(S(=O)(=O)Nc3c(C)n(C)n(-c4ccccc4)c3=O)cc2s1	0.07	-0.39	28.2

Only part of the results is shown (hit frequency here may not be typical).
